Lamin A splicing = qHTS Assay for Modulators of Lamin A Splicing. HeLa LMNA splicing GFP/RFP minigene ratio, 48 h. Potency, µM (series often up to 46.1 µM), for the others: top-dose ratio change, negative = inhibition, actives largely listed as inhibitors. actives 0.01% (n = 200,000); active = well fitted inhibition curve with a large enough effect in the signal ratio, with a control signal flat, not every such curve was filed as active; inconclusive = small, poorly fitted or top-dose-only effect, or effect the other way, or a change in a side signal; the % refers to the signal ratio; also: % is scaled to controls: 0 for no effect and ±100 for the full control effect
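Read-out is the ratio of GFP to DsRed2 object intensity, acquired by 488 nm laser-scanning cytometry on HeLa lamin A-EGFP minigene reporter cells. Compound incubation 48 hrs at 37 °C in Opti-MEM with 2% FBS; DMSO 0.5% final.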
Epigenetic reg = Quantitative High-Throughput Screen for Regulators of Epigenetic Control; actives 0.2% (n = 280,000); murine LDR cells, GFP reporter derepression, 30 h; Potency, µM (highest dose often 53.9 µM), for inactives: top-dose GFP activation, hits mostly activators; active = well fitted activation curve with a large enough effect; inconclusive = small, poorly fitted or top-dose-only effect; also: % of control where 0% means no effect; nearly all actives have a fitted effect of over 60% in size
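In this reporter-derepression format, murine cells bearing a silenced integrated CMV-GFP locus incubate with test compound (30 h, 37 C), then are washed and imaged; fluorescent objects of 20–120 um count as induced cells.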
Numbers without * were called inactive; ? = inconclusive; [ ] = dose if it differs, or a comment. Potency is read from the fitted curve at half-maximal effect. Not all compounds are listed; the hit share may differ from the screen's.

no.	Compound	Lamin A splicing	Epigenetic reg
1	COc1ccc(Cl)cc1NC(=O)Cn1cc(S(=O)(=O)Cc2cccc(Cl)c2)c2ccccc21	-1.2%[46 µM]	-0.2%
2	Cc1ccc(NC(=O)Cn2ccn(Cc3ccc(Cl)cc3)c(=O)c2=O)cc1C	8.4%[46 µM]	1.1%
3	CCCN(CCC)C(=O)C1CCN(c2ncnc3c2nc2n3CCCCC2)CC1	-3.7%[46 µM]	-1.2%
4	COCCCNC(=O)c1cc(-c2cccnc2)nc2ccccc12	-8.4%[46 µM]	-2.4%
5	O=C(Cn1c(=O)n2nc(-c3cccc(F)c3)nc2c2ccccc21)NCc1ccc(Cl)cc1	-9.7%[46 µM]	-0.2%
6	CCOC(=O)c1cccc(NC(=O)NCc2cccn2Cc2ccccc2)c1	-1.5%[46 µM]	1.5%
7	COc1ccc(-n2ncc3c(NC(C)(C)CO)ncnc32)cc1	-10.2%[46 µM]	1.6%
8	CCC(=O)N1c2ccccc2CC1C(=O)NCCCN1CCN(c2cccc(Cl)c2)CC1 (stereo not given)	-11.9%[46 µM]	-4.9%
9	COc1ccc(CNC(=O)C2CCN(C(=O)N3CC(C)Oc4ccc(C)cc43)CC2)cc1 (stereo not given)	?	0.0%
10	COc1ccc(-c2nnc(SCC(=O)Nc3ccc(C(C)=O)cc3)nc2-c2ccc(OC)cc2)cc1	17.8%[46 µM]	1.1%

New compounds follow.
no.	Compound	Lamin A splicing	Epigenetic reg
11	CC(=O)c1ccc(NC(=O)CSc2ccc3nc(-c4ccccc4)cn3n2)cc1	-7.6%[46 µM]	-3.4%
12	COC(=O)c1ccc(NC(=O)c2cc(S(=O)(=O)N3CCC(C)CC3)cn2C)cc1	14.5%[46 µM]	6.8%
13	Cc1ccc(C)c(NS(=O)(=O)c2ccc3c(c2)n(C)c(=O)n3C)c1	?	-0.2%
14	CC(C)c1ccc(NC(=O)CCn2c(=O)c3cccn3c3ccccc32)cc1	-4.3%[46 µM]	0.0%
15	CN(C)c1ccc(CNC(=O)C2CCN(S(=O)(=O)c3cn(C)cn3)CC2)cc1	-1.9%[46 µM]	2.6%
16	CCC(Sc1nnc(-c2ccc(OC)c(OC)c2)c(-c2ccc(OC)c(OC)c2)n1)C(=O)NC1CCCC1 (stereo not given)	2.4%[46 µM]	1.3%
17	COc1cc(OC)c(N(C)C(=O)c2c(C)oc3ncnc(N4CCCCC4)c23)cc1Cl	13.3%[46 µM]	-1.3%
18	Fc1ccc(NCc2nnc3n2CCCCC3)cc1Cl	?	5.6%
19	Cc1cccc(CN2C(=O)CC(c3ccc(Cl)cc3)c3c(C)nn(-c4nc(C)cc(C)n4)c32)c1 (stereo not given)	10.2%[46 µM]	-3.2%
20	CC(C)N(CCCNC(=O)Cn1ncc2c([nH]c3ccccc32)c1=O)Cc1ccccc1	-6.2%[46 µM]	-1.2%

The results go on:
no.	Compound	Lamin A splicing	Epigenetic reg
21	COc1cc(-c2noc(C3CC(=O)N(c4cc(C)ccc4C)C3)n2)cc(OC)c1OC (stereo not given)	-11.2%[46 µM]	0.8%
22	CCOC(=O)Cc1ccc(NC(=O)Nc2ccccc2OCc2cc(=O)n3ccccc3n2)cc1	-3.0%[46 µM]	-0.5%
23	COc1ccc(CNC(=O)c2cc(-c3ccc(OC)cc3)nc3n[nH]c(-c4cccc([N+](=O)[O-])c4)c23)cc1	-4.4%[46 µM]	1.1%
24	Cc1cc2c(cc1S(=O)(=O)N(CCO)Cc1ccccc1)OCC(=O)N2	-1.6%[46 µM]	-1.7%
25	COc1ccc(N(Cc2cccs2)C(=O)c2ccc(C(C)(C)C)cc2)cc1	?	-3.2%
26	CCc1ccc(CNC(=O)Cn2nc(C)c3nn(-c4ccc(Cl)cc4)c(C)c3c2=O)cc1	?	2.9%
27	O=C(COc1ccccc1[N+](=O)[O-])N1CCC(c2nc3ccccc3o2)CC1	?	-3.2%
28	COc1ccc(-c2nc3ccc(NS(=O)(=O)c4ccccc4)cc3o2)cc1	?	-1.6%
29	Fc1ccc(-n2ncc3c(N4CCC(Cc5ccccc5)CC4)ncnc32)cc1	-24.6%[46 µM]	2.4%
30	CCOC(=O)c1c(C)oc2nc(C)nc(Nc3cc(C)cc(C)c3)c12	?	-0.4%

Brought forward from above: 4 compounds; new compounds follow.
no.	Compound	Lamin A splicing	Epigenetic reg
27	O=C(COc1ccccc1[N+](=O)[O-])N1CCC(c2nc3ccccc3o2)CC1	?	-3.2%
28	COc1ccc(-c2nc3ccc(NS(=O)(=O)c4ccccc4)cc3o2)cc1	?	-1.6%
29	Fc1ccc(-n2ncc3c(N4CCC(Cc5ccccc5)CC4)ncnc32)cc1	-24.6%[46 µM]	2.4%
30	CCOC(=O)c1c(C)oc2nc(C)nc(Nc3cc(C)cc(C)c3)c12	?	-0.4%
31	COc1ccccc1C(=O)Nc1nnc(S(=O)(=O)N(C)c2ccc(Cl)cc2)s1	?	1.8%
32	COc1ccc(S(=O)(=O)N2CCC(c3ccncc3)CC2)cc1OC	-7.6%[46 µM]	1.3%
33	Cc1ccc(-n2cc(C(=O)OCc3ccc(F)c(F)c3)c3ccccc3c2=O)cc1	6.7%[46 µM]	0.8%
34	Cn1cnc(S(=O)(=O)N2CCC(C(=O)N3CCN(c4cccc(C(F)(F)F)c4)CC3)CC2)c1	16.2%[46 µM]	-3.7%
35	CC(C)c1ccc(N2C(=O)CS(=O)(=O)C23C(=O)N(Cc2cccc(F)c2)c2ccccc23)cc1 (stereo not given)	1.6%[46 µM]	-1.3%
36	COc1ccccc1C(=O)Nc1ccc(OCc2cc(=O)n3ccc(C)cc3n2)cc1	13.0%[46 µM]	-3.4%
37	Cc1ccc(N2CC(NC(=O)Cc3cccs3)CC2=O)cc1 (stereo not given)	-5.6%[46 µM]	11.8%
38	CC(C)(C)C(=O)Nc1cccc(C(=O)OCc2cc(=O)n3nc(C4CC4)sc3n2)c1	-20.0%[46 µM]	-4.7%
39	CCOc1ccc(N2CC(C(=O)NCc3nnnn3-c3ccc(C)c(C)c3)CC2=O)cc1 (stereo not given)	?	-1.5%
40	O=C(NC1CCCCCC1)c1ccc2c(c1)sc1nc(-c3ccc(F)cc3)cn12	-2.4%[46 µM]	0.0%

The list continues:
no.	Compound	Lamin A splicing	Epigenetic reg
41	CCOc1cccc2cc(-c3nc4sc5c(c4c(=O)[nH]3)CCC(C(C)(C)C)C5)c(=O)oc12 (stereo not given)	-4.0%[46 µM]	1.4%
42	CCn1ccc2c(OCC(=O)NCc3ccccc3)cccc2c1=O	-0.7%[46 µM]	3.9%
43	CCCCn1cc(S(=O)(=O)c2ccc(CC)cc2)c(=O)c2cc(F)c(N3CCOCC3)cc21	?	-1.2%
44	COCCNc1ncnc2c1c(-c1ccccc1)cn2-c1cccc(Cl)c1	?	0.0%
45	CC1CCN(c2nc(-c3ccc(Br)cc3)nc3ccccc23)CC1	-12.9%[46 µM]	14.3%
46	CC(C)Oc1ccc(CNC(=O)CCCN2C(=O)CCn3nc(-c4cccn4C)cc32)cc1	12.2%[46 µM]	0.0%
47	CC(=O)Nc1ccc2nc(SCCOc3ccc(C)cc3)sc2c1	9.3%[46 µM]	1.6%
48	Cc1ccc(-c2nc3c4ccccc4n(Cc4cccc(Cl)c4)c(=O)n3n2)cc1	4.3%[46 µM]	-0.5%
49	Cc1nn2c(C)c(C(=O)N3CCN(c4ccccc4F)CC3)cnc2c1-c1ccc(F)cc1	11.6%[46 µM]	0.8%
50	Cc1ccc(NC(=O)c2ccc(=O)n(CC(=O)Nc3cccc(C)c3)n2)cc1	?	-0.2%

Additional structures follow.
no.	Compound	Lamin A splicing	Epigenetic reg
51	COc1cc(CCC(=O)NCc2ccc3c(c2)CCN3C(=O)c2ccccc2)cc(OC)c1OC	-3.3%[46 µM]	0.0%
52	COc1ccc(N(Cc2cccs2)C(=O)COc2cccc(Cl)c2)cc1	3.0%[46 µM]	-3.2%
53	CCC1CN(C(=O)N2CCC(C(=O)N3CCN(c4cc(C)ccc4C)CC3)CC2)c2ccccc2O1 (stereo not given)	?	0.0%
54	Cc1ccccc1C(=O)Nc1c(C)nc2ccccn2c1=O	-8.3%[46 µM]	-2.1%
55	COc1ccc(Nc2cc(C(=O)NCCCN(C)Cc3ccccc3)c3ccccc3n2)cc1OC	?	-1.1%
56	Cc1ccccc1CSc1nc2c([nH]c3ccccc32)c(=O)n1-c1ccccc1	?	0.8%
57	Brc1csc(CN2CCc3nc(Nc4ccccc4)ncc3C2)c1	?	-3.4%
58	O=S1(=O)c2ccccc2N(Cc2ccc(Cl)cc2)c2ccccc21	4.1%[46 µM]	1.8%
59	O=C(COc1ccccc1F)Nc1ccc2nc(SCC(=O)N3CCc4ccccc43)sc2c1	-4.1%[46 µM]	18.8%
60	COc1ccc(-c2nc(C)c(CCNS(=O)(=O)c3cc(Cl)ccc3Cl)s2)cc1	-9.4%[46 µM]	3.8%

Remaining list, next part
no.	Compound	Lamin A splicing	Epigenetic reg
61	Clc1cccc(-n2ncc3c(NCCC4=CCCCC4)ncnc32)c1	-12.5%[46 µM]	1.6%
62	CCOc1ccc(S(=O)(=O)NCC(c2ccco2)S(=O)(=O)c2ccc(C)cc2)cc1 (stereo not given)	4.0%[46 µM]	0.0%
63	Cc1cc(C)cc(Nc2sc(C(=O)c3ccccc3)c(N)c2S(=O)(=O)c2ccccc2)c1	?	-1.3%
64	CCS(=O)(=O)N1CC(=O)N(c2ccccc2C)C(C)(C(=O)NC2CCCCC2)C1 (stereo not given)	1.3%[46 µM]	-0.2%
65	Cc1nc(-n2nc(C)c(Cc3ccccc3Cl)c2C)sc1C(=O)N1CCCCC1C (stereo not given)	?	0.0%
66	O=C(C1CCN(S(=O)(=O)c2cccc3nonc23)CC1)N1CCN(c2ccccc2F)CC1	2.0%[46 µM]	0.0%
67	COc1cc(NC(=O)COCc2cc(-c3ccc4c(c3)OCO4)on2)c(OC)cc1Cl	-17.2%[46 µM]	2.5%
68	Cc1c(-c2ccccc2)n(-c2ccc(Cl)cc2)c2nc3c(c(=O)n(C)c(=O)n3C)n12	0.2%[46 µM]	-0.1%
69	COc1ccc(S(=O)(=O)Nc2ccc3c(c2)CCCN3S(=O)(=O)c2ccc(C)cc2)cc1F	3.1%[46 µM]	-3.5%
70	CCc1ccc(CNC(=O)C2CCCN(c3nn4cc(-c5ccc(F)cc5)nc4s3)C2)cc1 (stereo not given)	?	?

Remaining list, next part
no.	Compound	Lamin A splicing	Epigenetic reg
71	Cc1ccc(OCC(=O)Nc2cccc(C(=O)OCc3cc(=O)n4cc(C)sc4n3)c2)cc1	12.1%[46 µM]	3.5%
72	CCCSc1nnc2c(n1)OC(c1ccc(OCC(=O)O)cc1)Nc1ccccc1-2 (stereo not given)	9.9%[46 µM]	-3.5%
73	CCc1ccc(CN2C(=O)c3ccccc3C2C(=O)NCCc2ccc(OC)c(OC)c2)cc1 (stereo not given)	-22.4%[46 µM]	3.4%
74	COc1cc(NC(=O)CCc2c(C)nn(-c3ccc4nnc(C)n4n3)c2C)cc(OC)c1OC	2.4%[46 µM]	0.0%
75	O=C(NCc1ccc(F)cc1)c1cnc(N2CCOCC2)c2ccccc12	?	1.1%
76	Cc1cc(C)cc(NC(=O)CN2C(=O)CCc3cc(S(=O)(=O)N4CCCCC4)ccc32)c1	?	7.2%
77	CC(NC(=O)c1ccc(Cn2c(SCc3ccccc3)nc3cccnc32)cc1)c1ccccc1 (stereo not given)	?	3.7%
78	CCn1cc(S(=O)(=O)c2cc(C)cc(C)c2)c(=O)c2cc(F)c(N3CCN(c4ccccc4)CC3)cc21	-0.9%[46 µM]	-0.4%
79	COCCn1c(C)cc(O)c(C(c2ccc(OC)cc2)N2CCN(c3ccccc3)CC2)c1=O (stereo not given)	-17.6%[46 µM]	-2.1%
80	COc1ccc(CCNC(=O)c2cc(-c3ccc(C)cc3)nc3n[nH]c(-c4ccccc4)c23)cc1OC	27.2%[46 µM]	1.3%

Continued:
no.	Compound	Lamin A splicing	Epigenetic reg
81	CCn1c(=O)n(CC)c2cc(N3CCCCC3)c(NC(=O)Nc3ccccc3C(F)(F)F)cc21	?	1.5%
82	COc1ccccc1N1CCN(C(=O)c2cnn(-c3ccc(C)c(C)c3)c2C2CCN(C(=O)OC(C)(C)C)CC2)CC1	?	-1.3%
83	CC1CN(C(=O)N2CCC(C(=O)NCc3cccs3)CC2)c2cc(Cl)ccc2O1 (stereo not given)	-19.6%[46 µM]	0.0%
84	CCOC(=O)c1ccc(CN(Cc2ccccc2C)S(=O)(=O)c2ccc(F)c(C(=O)Nc3cccc(OC)c3)c2)cc1	-22.1%[46 µM]	1.2%
85	Cc1ccc(-n2c(SCc3ccccc3C)nc3[nH]ncc3c2=O)cc1C	?	0.0%
86	COc1ccc(OC)c(CNc2sc3c(c2C(=O)Nc2cc(OC)ccc2OC)CCCC3)c1	?	1.1%
87	Cc1ccc(-n2ncc3c(Nc4ccc(Oc5ccccc5)cc4)ncnc32)c(C)c1	?	-1.3%
88	CCC(C)NC(=O)c1cc2n(n1)CCCN(Cc1ccc(C)cc1)C2=O (stereo not given)	-7.6%[46 µM]	0.7%
89	COc1ccc(N(Cc2cccs2)C(=O)COc2ccc([N+](=O)[O-])cc2)cc1	-10.6%[46 µM]	-1.6%

Quoted at random: two records from the list
no.	Compound	Lamin A splicing	Epigenetic reg
89	COc1ccc(N(Cc2cccs2)C(=O)COc2ccc([N+](=O)[O-])cc2)cc1	-10.6%[46 µM]	-1.6%
85	Cc1ccc(-n2c(SCc3ccccc3C)nc3[nH]ncc3c2=O)cc1C	?	0.0%
